human PMI inhibition – MPI enzyme activity inhibition – biochemical, fluorescence intensity, coupled assay, primary screen (AID 1209) | actives 0.42% (n = 190,000) | purified PMI enzyme, coupled fluorescence intensity; higher % means a stronger effect | inhibition, % at 20 µM; hits with a dose series show IC50 in µM;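 also: plate controls were DMSO vehicle for no effect and wells lacking substrate for full effect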
K1F lysis inhibition – inhibition of K1F phage lysis, E. coli UTI89, bacterial capsule biogenesis inhibitors, alamar blue (AID 488966); inhibition, % at 100 µM; hits with a dose series show IC50 in µM; actives 0.02% (n = 340,000); E. coli UTI89 K1F phage lysis, alamar blue, 2 h; higher % means a stronger effect;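 active = phage lysis inhibition, versus mean bacterial control, above a set limit; inconclusive = no clear call, values can overlap the other calls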;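 also: capsule biogenesis inhibitors block K1F phage lysis so surviving cells raise fluorescence; higher fluorescence means more inhibition of phage lysis; actives were called in the ten point dose series up to 300 µM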
T cell HTS – T cell immune modulation candidate | 2C CD8+ T cell-vesicle binding, flow cytometry; active compounds read low | calls only at 7 µM | actives 0.068% (n = 330,000);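 active = response, share of CD8 T cells binding vesicles, and their 90th percentile fluorescence all below set limits, cut at about 80% in these data, passing the limit was not always enough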
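material = purified 2C TCR transgenic mouse naive CD8+ T cells | controls = Unloaded micro-vesicles (low), QL9 vesicles with 0.7% DMSO (high) | detection = cytometric PE anti-B7-1 and Alexa647 anti-CD8 signals after 1% paraformaldehyde fixation | incubation = binding step 1.5 h, 37 °C, antibody labelling 20 min, ice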
M17LAP inhibition – P. falciparum M17LAP inhibitors, primary screen, biochemical, fluorogenic H-Leu-NHMec substrate, 1536-well (AID 1619) | recombinant M17LAP, H-Leu-NHMec fluorogenic kinetic assay; higher % means a stronger effect | inhibition, % at 30 µM, or IC50 in µM where a hit was titrated | actives 0.38% (n = 220,000);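 active = compound inhibiting the enzyme by more than half at any dose during confirmatory dose-response retesting; inconclusive = strong single-dose inhibitors picked by rank but not retested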;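 also: plate controls were full reaction with DMSO carrier for no effect and no enzyme background for full effect; strong numbers were not always called active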
West Nile antiviral – West Nile virus antiviral activity, cell-based, CPE readout (AID 1621) | West Nile virus-infected cells, CPE inhibition; higher % means a stronger effect | one-dose CPE inhibition, % at 10 µM; IC50 in µM for titrated hits | actives 0.02% (n = 290,000); in the data active = a potency from the dose series; inconclusive = CPE inhibition mostly from about 3.7% at the one dose, without a potency; inactive = the rest, 99 in 100 with CPE inhibition below about 2.2%; also: strong numbers were not always called active
TNAP activation fold – human TNAP enzyme activators, primary screen, biochemical, luminescent, no phosphate acceptor, uHTS (AID 1001); purified TNAP, luminescent activation assay, no phosphate acceptor; higher activation fold means a stronger effect; one-dose activation fold at 20 µM; EC50 in µM for titrated hits; actives 0.03% (n = 200,000); in the data active = activation fold from about 3, or a potency from the dose series; inactive = the rest, 99 in 100 with activation fold below about 1.6; also: many of its hits are not listed in these tables
PMI inhibition – MPI inhibition at elevated mannose 6-phosphate – biochemical, fluorescence intensity, high mannose 6-phosphate, primary screen (AID 1220). recombinant PMI enzyme, coupled fluorescence intensity; higher % means a stronger effect. inhibition, % at 20 µM; hits with a dose series show IC50 in µM. actives 0.66% (n = 190,000)
RSV antiviral HEp-2 – RSV antiviral activity via CPE protection, HEp-2 cells, primary 10 µM value included (AID 2391) | HEp-2 cells, RSV-induced CPE inhibition; higher % means a stronger effect | CPE inhibition, % at 10 µM, or IC50 in µM where a hit was titrated | actives 0.13% (n = 310,000); in the data active = a potency from the dose series; inconclusive = CPE inhibition mostly from about 23% at the one dose, without a potency; inactive = the rest, 99 in 100 with CPE inhibition below about 21%; also: strong numbers were not always called active
M1AAP inhibition – malaria alanyl aminopeptidase activity blockers – biochemical, fluorogenic H-Leu-NHMec substrate, 1536-well (AID 1445); recombinant M1AAP, H-Leu-NHMec fluorogenic kinetic assay; higher % means a stronger effect; inhibition, % at 30 µM, or IC50 in µM where a hit was titrated; actives 0.42% (n = 220,000);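 active = primary inhibition above the hit cutoff, then over 50% inhibition at one or more dose response concentrations, cut at about 23% in these data, passing the limit was not always enough; inconclusive = conflicting primary data, or primary hits not chosen for dose response; inactive = low primary inhibition, or under 50% at every dose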;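 also: plate controls were DMSO full reaction for no effect and no enzyme background for full effect; strong numbers were not always called active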
T cell HTS vesicle-bound % – recorded beside T cell HTS, whose call it bears; double positive events, %; measured here: CD8+ vesicle-bound cell fraction;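 binding gate set so that unloaded-vesicle control wells show 10% double positive cells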
* marks the source's active call; other numbers are inactive results; i = inactive; ? = inconclusive; . = no result given; [ ] = remark or other dose. Rule as the data show it, unless noted: active = inhibition above about 50%; inactive = the rest.

canonical_smiles	T cell HTS	RSV antiviral HEp-2	M17LAP inhibition	TNAP activation fold	West Nile antiviral	PMI inhibition	M1AAP inhibition	human PMI inhibition	T cell HTS vesicle-bound %	K1F lysis inhibition
Cc1ccc(C)c(NC(=O)CCN2CCCC(C)C2)c1 (stereo not drawn)	i	-1.4%	.	.	-0.4%	.	.	.	15	-1.1%
COc1ccc(CNC(=O)c2ccc3c(=O)n(-c4ccccc4)c(=O)[nH]c3c2)cc1	i	0.1%	.	.	-1.1%	.	.	.	14	0.0%
O=C(NCCC1=CCCCC1)C1CCCN(S(=O)(=O)c2ccc(F)cc2)C1 (stereo not drawn)	i	-1.0%	15%	1	-0.3%	5%	2%	3%	6	3.2%
O=c1[nH][nH]c2ccccc2c1=O	i	1.3%	8%	.	0.0%	.	3%	.	29	.
O=C(NCc1ccc(F)cc1)C(=O)Nc1nc(C23CC4CC(CC(C4)C2)C3)cs1	i	2.9%	21%	1.1	-1.2%	-3%	0%	-3%	52	1.4%[50 µM]
COc1ccc(CSCC(=O)Nc2ccc(S(=O)(=O)N3CCCCCC3)cc2)cc1	i	16%	-1%	1.2	-0.8%	6%	1%	19%	29	2.9%
CCN1CCN(c2ncnc3c2sc2nc(N4CCOCC4)c4c(c23)CCC4)CC1	.	.	.	1	.	0%	.	14%	.	2.6%
Cc1ccc(NC(=O)CSc2ccc3nnc(-c4ccccn4)n3n2)cc1	i	0.7%	.	.	-0.4%	.	.	.	65	1.2%[50 µM]
O=C(N/N=C/c1ccc2c(c1)OCO2)c1cccc2ccccc12	i	0.7%	.	.	0.6%	.	.	.	18	-0.1%
CCC(=O)Nc1cccc(NC(=O)c2ccc(Br)cc2)c1	i	2.2%	15%	1.1	-0.7%	23%	0%	17%	60	0.2%
CCC(CC)C(=O)c1c[nH]c(C(=O)NCc2ccccc2OC)c1	i	2.7%	.	.	-0.1%	.	.	.	10	0.1%
CC1CCN(S(=O)(=O)c2ccc(C(=O)OCc3ccc4c(c3)OCO4)cc2)CC1	i	-0.9%	6%	1.1	-0.1%	-6%	3%	4%	4	3.3%
CCOc1ccc(NC2=C(OC)C(=O)c3ccccc3C2=O)cc1	i	4.9%	3%	0.9	-0.8%	26%	5%	-7%	53	1.5%[50 µM]
Cn1cccc1C(=O)OCC(=O)NC1CCS(=O)(=O)C1 (stereo not drawn)	i	1.7%	2%	1.1	-0.1%	3%	2%	2%	27	0.7%
CCOC(=O)c1c(C)[nH]c(C(=O)N2CCN(CC)CC2)c1C	i	0.0%	.	.	-0.1%	.	.	.	28	0.2%
Cc1cc(N2C(=O)C3CC=CC(C)C3C2=O)no1 (stereo not drawn)	i	6.4%	17%	1.1	-0.2%	-7%	-1%	-6%	42	2.6%
CCOC(=O)N1CCN(CC(O)COc2c(C)cccc2C)CC1 (stereo not drawn)	i	0.8%	10%	1	-0.6%	-13%	7%	-12%	46	-8.8%
O=C(c1ccco1)N1CCN(C23CC4CC(CC(C4)C2)C3)CC1	i	0.3%	.	.	-0.5%	.	.	.	40	-0.2%
FC(F)(F)c1ccc(-c2csc(-c3ccno3)n2)cc1	i	6.9%	13%	.	0.3%	.	9%	.	23	1.0%
CSc1ccc(-c2nc(CSCC(=O)NCCCN3CCOCC3)c(C)o2)cc1	i	0.3%	11%	0.9	-0.6%	-7%	-2%	-4%	19	-0.4%
Cc1ccc2oc(=O)c3cc(C(=O)NCCCN4CC(C)CC(C)C4)sc3c2c1 (stereo not drawn)	i	-1.4%	.	.	13%	.	.	.	6	2.2%
Clc1ccc(C[n+]2cc(-c3ccccc3)n3c2CCC3)cc1Cl	i	1.2%	11%	1.2	1.1%	2%	-18%	3%	10	8.8%
C=CCn1c(=NC(=O)c2ccco2)sc2cc(C(=O)OC)ccc21	i	1.1%	4%	1.1	1.0%	1%	2%	16%	32	3.9%
COc1ccc2[nH]c(=O)c(CN(C(=O)c3cccnc3)c3ccc(C)c(C)c3)cc2c1	i	3.9%	-8%	.	0.3%	.	6%	.	25	-0.1%
O=C(c1ccc(F)cc1Cl)N1CCN(CCc2ccccc2)CC1	i	0.6%	.	.	-0.7%	.	.	.	50	0.1%
COc1ccc(-c2csc(NC(=S)NC(=O)/C=C/c3ccco3)n2)cc1Br	i	-2.1%	2%	.	?	.	-1%	.	17	.
O=C(CSc1ccccn1)Nc1ccc2c(c1)OCO2	i	.	10%	.	0.1%	.	4%	.	35	.
O=S(=O)(c1ccc2c(c1)OCCO2)N1CCNCC1	i	0.9%	.	.	-0.4%	.	.	.	36	1.0%
O=C1CSC(c2ccc([N+](=O)[O-])cc2)N1c1ccccc1F (stereo not drawn)	i	2.9%	.	.	-0.5%	.	.	.	46	-0.1%
CCc1ccc(NC(=S)N(Cc2cccnc2)Cc2ccco2)cc1	i	5.5%	14%	1.1	-1.1%	-9%	5%	-5%	49	0.2%
COc1ccc([N+](=O)[O-])cc1C(=O)Nc1ccc(OCC(=O)N2CCOCC2)cc1	i	1.5%	10%	1.1	0.6%	3%	5%	-32%	47	1.1%
Cc1ccccc1C(=O)Nc1ccc(S(=O)(=O)N2CCCC2)cc1	i	0.6%	.	.	-0.2%	.	.	.	20	0.2%
CNS(=O)(=O)/C=C/c1ccccc1	i	-1.4%	-2%	1.1	0.5%	-8%	-3%	-12%	31	-1.1%
CC(C)NCC(O)COc1ccc(COCCOC(C)C)cc1 (stereo not drawn)	i	-2.0%	.	.	-0.3%	.	.	.	54	0.8%
CCS(=O)(=O)c1ccc2c(c1)N(S(C)(=O)=O)CC(C(=O)NCc1ccccc1OC)O2 (stereo not drawn)	i	1.2%	-2%	0.9	-0.7%	24%	2%	0%	37	0.0%
Cc1cc(SCCOc2ccccc2)nc(N)n1	i	19%	7%	1.1	-0.5%	-8%	14%	6%	26	0.0%
O=c1c2ccccc2[nH]c2ccccc12	i	2.3%	-20%	1	0.1%	1%	8%	-5%	23	-11%
CN(C)Cc1cc(CCNC(=O)c2ccc(Cl)cc2)ccc1O	i	-0.5%	7%	1	1.4%	-15%	12%	-10%	54	-0.2%
O=C(Nc1nc2ccccc2[nH]1)c1cccc(S(=O)(=O)N2CCOCC2)c1	i	1.0%	-7%	1.6	-0.5%	7%	-1%	1%	23	-6.7%
COC(=O)c1c(C)oc(C)c1S(=O)(=O)Nc1ccc(C(C)C)cc1	i	?	-7%	.	-0.7%	.	-10%	.	20	-0.7%
O=C(CN1C(=O)COc2ccccc21)N(Cc1cccnc1)Cc1ccccc1F	i	0.0%	12%	1	0.5%	4%	13%	11%	8	-0.4%
Fc1cccc(F)c1/C=N/N1CCOCC1	i	3.4%	7%	1	0.4%	0%	-9%	-7%	55	0.2%
Cc1ccc(C)c(OCCCCN2CCNCC2)c1C	i	-1.9%	.	.	-0.4%	.	.	.	32	1.6%
CN(C)c1cncc(C(=O)O)c1	i	2.7%	9%	1	0.8%	-15%	7%	-25%	57	-0.1%
COc1ccccc1-c1cc(C(=O)N2CCc3ccccc3C2)c2ccccc2n1	i	22%	-1%	1.1	.	7%	-5%	10%	40	.
CCOCc1cn(CC(=O)c2ccc([N+](=O)[O-])cc2)c(C)nc1=N	i	-0.1%	6%	1	-0.4%	-16%	13%	-5%	10	0.1%
O=C1N=C(N2CCCC2)CN1c1ccccc1	i	1.8%	-15%	1.1	-0.5%	-10%	5%	-6%	39	-6.2%
CN(C)c1ccc(C(=O)OCC(=O)NC2CCCCC2)cc1	i	0.4%	8%	1.1	-0.6%	2%	-2%	2%	61	6.2%
O=S(=O)(c1ccc(-n2cnnn2)cc1)N(C1CCCCC1)C1CCCCC1	i	1.9%	-6%	1.1	-0.9%	10%	-2%	7%	54	-0.5%
CC1CC(C)CN(CCCNC(=O)Cn2ncc3c([nH]c4ccccc43)c2=O)C1 (stereo not drawn)	i	-0.8%	.	.	0.4%	.	.	.	18	0.1%
CS(=O)(=O)c1ccc2nc(NC(=O)Nc3ccc(Cl)c(Cl)c3)sc2c1	i	2.4%	-2%	1.2	-1.2%	-5%	-1%	1%	48	3.3%[50 µM]
COc1ccc(-c2nnc(SCC(=O)Nc3ccccc3)n2C)cc1	i	1.8%	-7%	1	0.7%	11%	0%	12%	15	-1.7%
COc1ccc(COCC(CC(C)C)N2CCN(C(=O)c3cccc(C(F)(F)F)c3)CCC2=O)cc1 (stereo not drawn)	i	2.0%	-3%	1	-0.2%	-10%	15%	-14%	18	-1.3%
Cc1ccc(NC(=O)c2ccc(Cl)cc2Cl)cc1O	i	6.0%	19%	.	-0.2%	.	-1%	.	49	0.2%
CCc1ccc(S(=O)(=O)/N=C2\C=C(Nc3ccc(O)cc3)C(=O)c3ccccc32)cc1	i	-1.7%	.	.	-2.3%	.	.	.	20	-0.4%
Cn1c(C(=O)N2CCN(Cc3ccc4c(c3)OCO4)CC2)cc2sccc21	i	5.0%	7%	1.1	-0.6%	-7%	10%	-10%	33	3.1%
O=C(Nc1ccc(F)cc1)Nc1ccc2ccccc2n1	i	0.1%	.	.	1.7%	.	.	.	32	0.1%
Cc1ccc(C(=O)O/N=C2\CCS(=O)(=O)c3sccc32)cc1	i	0.3%	4%	1.1	0.1%	-4%	4%	0%	49	0.5%
COc1cccc(CN2CCN(C(=O)Nc3ccc([N+](=O)[O-])cc3)CC2)c1	i	3.0%	1%	1	-0.2%	11%	7%	8%	25	0.3%
CCCC(=O)NC(c1ccc(OC)c(OC)c1)c1c(O)ccc2ccccc12 (stereo not drawn)	i	1.6%	3%	1.1	0.1%	23%	5%	17%	33	0.4%

A few values from above:
`CN(C)Cc1cc(CCNC(=O)c2ccc(Cl)cc2)ccc1O` in human PMI inhibition reads -10%
`CN(C)c1cncc(C(=O)O)c1` in T cell HTS vesicle-bound % reads 57

Screens as filed in PubChem.

Rows are unselected; about 1.5% have a hit in one of these screens.
